Assay outcomes as filed in PubChem BioAssay.
Siah-1 displacement = blockers of Siah-1 interaction with plectin peptide – biochemical, fluorescence polarization, rhodamine-plectin, uHTS, primary screen (AID 1817); actives 0.02% (n = 290,000); displacement, % at 20 µM; hits with a dose series show IC50 in µM; Siah-1 / rhodamine-plectin peptide fluorescence polarization; higher % means a stronger effect;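 active = displacement of at least 50% at 20 µM, with a fluorescence ratio check between 0.3 and a set limit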;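 note: plate controls were Siah plus tracer with DMSO for no effect and tracer alone without Siah for full effect; strong numbers were not always called active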
Lipid droplet = modulators of hepatic lipid droplet formation; AML12 mouse hepatocytes, oleate lipid droplets, BODIPY imaging; inhibition, % at 6.5 µM; actives 0.4% (n = 240,000); AID 1656;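 active = lipid droplet intensity inhibited by at least 50%, with more than 500 cells counted; inconclusive = wells with under 300 cells, treated as cytotoxic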
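Material: mouse AML12 hepatocyte cell line, fixed after treatment; Timing: compound with oleate, overnight; Technique: high-content imaging of BODIPY-stained droplets and DAPI nuclei; Probe or stimulus: oleate, 100 µM final; Dosing: compound at 6.5 µM only.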
HIV peptide binding = cell-free HIV fusion peptide-binding blockers – biochemical, uHTS, fluorescence dequenching, primary screen (AID 1986); cell-free peptide binding, fluorescence dequenching, 30 min; higher % means a stronger effect; one-dose inhibition, % at 20 µM; IC50 in µM for titrated hits; actives 0.3% (n = 290,000); in the data active = inhibition mostly above about 52%, no sharp cut-off; inactive = mostly below about 76%; note: some results filed as inactive read as strong as hits
HEK293 NOD2/NF-kB = inhibition of NOD2-driven NF-kB reporter – cell-based, luminescence, uHTS, HEK293 (AID 1566); HEK293 NOD2/NF-kB luciferase reporter, luminescence; higher % means a stronger effect; inhibition, % at 4 µM, or EC50 in µM where a hit was titrated; actives 0.63% (n = 290,000); note: many of its hits are not listed in these tables
Myeloid diff 2 = compounds promoting myeloid differentiation; ER-HoxA9 myeloid progenitors, lysozyme-GFP differentiation, flow cytometry; calls only at 10 µM; actives 1% (n = 360,000); AID 624256;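 active = normalized GFP-positive differentiation at or above the plate's own cutoff, the solvent-only control mean plus 3 SD; inconclusive = no clear call, values can overlap the other calls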;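 note: cells exposed to compound for four days before flow analysis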
AID2073 = inhibitors of Mint1-CaV2.2 protein interaction, biochemical, HTRF (AID 2073) | HTRF protein-protein interaction, Mint1-CaV2.2; higher % means a stronger effect | inhibition, % at 20 µM, or IC50 in µM where a hit was titrated | actives 0.19% (n = 290,000); in the data active = inhibition mostly above about 51%, no sharp cut-off; inconclusive = no clear call, values can overlap the other calls; inactive = mostly below about 53%; note: some results filed as inactive read as strong as hits
LYP inhibition = inhibitors of LYP phosphatase, biochemical, fluorescence intensity, uHTS (AID 1779) | recombinant LYP phosphatase, fluorescence intensity; higher % means a stronger effect | inhibition, % at 11.5 µM, or IC50 in µM where a hit was titrated | actives 0.054% (n = 290,000);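 note: plate controls were vehicle with enzyme for no effect and no enzyme for full effect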
Dengue-2 NS5 capping = flavivirus cap methylation enzyme inhibition – biochemical, confirmation dose response, primary screen (AID 588689); one-dose inhibition, % at 25 µM; IC50 in µM for titrated hits; Dengue-2 NS5 methyltransferase capping enzyme assay, biochemical; higher % means a stronger effect; actives 0.3% (n = 340,000); in the data active = a potency from the dose series; inconclusive = inhibition above about 29% without an active follow-up result
XIAP displacement = small molecules displacing peptide from XIAP – biochemical, IAP family, fluorescence polarization (AID 1018); XIAP BIR domain, fluorescence polarization peptide displacement; higher % means a stronger effect; one-dose displacement, % at 20 µM; IC50 in µM for titrated hits; actives 0.007% (n = 200,000); in the data active = displacement above about 50%; note: a part of the inactive calls stands beside numbers as strong as those of hits
Lipid droplet cells 6.5 µM = also measured in Lipid droplet; calls as there; cell count; measured here: cell count, cytotoxicity flag;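 cells counted across two imaged fields per well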
Myeloid diff 2 GFP+ MAC1+ % = also measured in Myeloid diff 2; calls as there; GFP+ MAC1+ double positive, %; measured here: differentiation confirmed by MAC1 staining
Active calls of the source: *; i = inactive; u = inconclusive; x = not tested or not shown. Cut-off read from the data, not from the text of the source, unless noted: active = inhibition above about 50%; inactive = the rest. The list is partial (hit frequency here may not be typical).

SMILES	Siah-1 displacement	Lipid droplet	Lipid droplet cells 6.5 µM	HIV peptide binding	HEK293 NOD2/NF-kB	Myeloid diff 2	Myeloid diff 2 GFP+ MAC1+ %	AID2073	LYP inhibition	Dengue-2 NS5 capping	XIAP displacement
Cn1c2ccccc2c2nnc(SCC(=O)Nc3cccc(O)c3)nc21	-2%	4	844	-0.4%	-3%	i	0.4	-8%	-6%	0%	x
O=C(Nc1ccc(Br)cc1F)C1CCCN(S(=O)(=O)c2cnc[nH]2)C1 (configuration not stated)	-2%	x	x	-1.5%	5%	i	2.2	-7%	-8%	-1%	-3.9%
CC1CCN(C(=O)CN2C(=O)c3ccccc3S2(=O)=O)CC1	0%	x	x	1.7%	5%	i	0.8	4%	-2%	-9%	-6.7%
COc1ccc(Cl)cc1C(=O)N(Cc1nc(-c2cccc(C)c2)no1)C(C)C	3%	x	x	10%	7%	i	3.2	-4%	-3%	-6%	1.5%
CCC(=O)N1CCc2cc(S(=O)(=O)CCC(=O)NCCc3ccc(OC)c(OC)c3)ccc21	0%	-16	701	0.4%	-7%	i	1.0	-6%	-4%	-6%	-2.8%
CC1(C)CC2CC(C)(CN2c2ncnc3ccccc23)C1 (configuration not stated)	0%	-19	674	-2.7%	25%	i	9.8	-2%	5%	-2%	-2.8%
CCN(CC)N=Nc1cccc(NC(C)=O)c1	0%	6	754	1.6%	-10%	i	0.1	-9%	-3%	x	-3.6%
CSCCC(NS(=O)(=O)c1ccc2c(c1)OCCO2)C(=O)NCCc1ccccn1 (configuration not stated)	-3%	x	x	-2.2%	1%	i	0.0	1%	-6%	-4%	-4.7%
COC(=O)N/N=C/c1c[nH]c2ccccc12	4%	-5	740	-2.3%	2%	i	0.3	6%	-3%	5%	-0.3%
N#CCCN(C(=O)CSc1nc(-c2ccccc2)cn1N)c1ccc(F)cc1	-1%	-14	718	0.0%	7%	i	0.7	-17%	-4%	2%	-2.1%
O=C(O)CCCSCC(=O)Nc1ccccc1	0%	0	716	-4.5%	-2%	i	9.8	11%	-5%	3%	-1.4%
COc1ccccc1C(O)P(=O)(OC1CCCCC1)OC1CCCCC1 (configuration not stated)	8%	-18	684	0.3%	-9%	i	0.7	35%	0%	-9%	x
O=C(COC(=O)CCN=C1NS(=O)(=O)c2ccccc21)NC1CCCCCCC1	1%	-1	701	-0.5%	10%	i	0.3	7%	-3%	-9%	x
COc1cc(C2C(C(=O)c3ccc(C)o3)=C(O)C(=O)N2c2cc(C)on2)ccc1OCc1ccccc1 (configuration not stated)	6%	0	743	32%	-82%	u	x	13%	-4%	17%	x
COc1ccc(NC(=O)CCS(=O)(=O)c2ccc(OC)cc2)cc1	4%	-24	681	4.2%	9%	i	0.9	4%	-4%	-9%	-1.1%

Random excerpt: two compounds from above.
SMILES	Siah-1 displacement	Lipid droplet	Lipid droplet cells 6.5 µM	HIV peptide binding	HEK293 NOD2/NF-kB	Myeloid diff 2	Myeloid diff 2 GFP+ MAC1+ %	AID2073	LYP inhibition	Dengue-2 NS5 capping	XIAP displacement
N#CCCN(C(=O)CSc1nc(-c2ccccc2)cn1N)c1ccc(F)cc1	-1%	-14	718	0.0%	7%	i	0.7	-17%	-4%	2%	-2.1%
COC(=O)N/N=C/c1c[nH]c2ccccc12	4%	-5	740	-2.3%	2%	i	0.3	6%	-3%	5%	-0.3%

Entries shown so far containing an NH in an aromatic ring:
SMILES	Siah-1 displacement	Lipid droplet	Lipid droplet cells 6.5 µM	HIV peptide binding	HEK293 NOD2/NF-kB	Myeloid diff 2	Myeloid diff 2 GFP+ MAC1+ %	AID2073	LYP inhibition	Dengue-2 NS5 capping	XIAP displacement
O=C(Nc1ccc(Br)cc1F)C1CCCN(S(=O)(=O)c2cnc[nH]2)C1 (configuration not stated)	-2%	x	x	-1.5%	5%	i	2.2	-7%	-8%	-1%	-3.9%
COC(=O)N/N=C/c1c[nH]c2ccccc12	4%	-5	740	-2.3%	2%	i	0.3	6%	-3%	5%	-0.3%

Later entries:
SMILES	Siah-1 displacement	Lipid droplet	Lipid droplet cells 6.5 µM	HIV peptide binding	HEK293 NOD2/NF-kB	Myeloid diff 2	Myeloid diff 2 GFP+ MAC1+ %	AID2073	LYP inhibition	Dengue-2 NS5 capping	XIAP displacement
O=C1N(c2ccccc2)C(=Nc2ccccc2)SC12CC2	3%	-41	675	-0.1%	-1%	i	1.0	u	-7%	-16%	x
CN(C(=O)CCNC(=O)Cn1cnc2ccccc2c1=O)c1ccc(Br)cc1	11%	5	734	0.9%	11%	i	0.5	5%	-8%	-1%	x
CCCN1CNC(=S)N(c2ccccc2OC)C1	13%	32	644	0.6%	7%	i	0.8	-2%	-5%	0%	-7.9%
Cc1cc(NC(=O)C2CC(=O)N(c3ccccc3C)C2)no1 (configuration not stated)	-3%	-11	790	-0.5%	-4%	i	0.3	-1%	2%	-6%	x
O=C(NCc1cccs1)c1cc2ccccc2o1	-4%	x	x	-1.7%	-16%	i	0.7	-5%	-4%	-9%	-3.6%
CN(C)S(=O)(=O)c1ccc(C(=O)Nc2nc(-c3cccs3)cs2)cc1	2%	x	x	3.5%	41%	i	2.1	5%	-4%	-2%	-4.6%
CCN(CC)C(=O)CSc1nc(C)cc(-c2cccs2)c1C#N	4%	x	x	1.8%	10%	i	0.7	20%	-5%	-12%	-7.2%
COc1ccc(Cc2nnc(N/N=C/c3ccc(N(C)C)cc3)[nH]c2=O)cc1OC	0%	0	659	-2.4%	5%	i	0.5	17%	3%	-8%	x
COc1ccc(C)cc1NS(=O)(=O)c1ccc(NC(=O)CN(c2cc([N+](=O)[O-])ccc2C)S(C)(=O)=O)cc1	-3%	15	683	-1.2%	-54%	u	x	19%	10%	-7%	-4.9%
COC(=O)c1ccc(CN2C(=O)NC3(CCC(C)CC3)C2=O)cc1 (configuration not stated)	4%	10	687	0.0%	-4%	i	0.7	-4%	-2%	0%	-3.6%
COc1ccc(CCNC(=O)C2CCCCC2C(=O)O)cc1OC (configuration not stated)	1%	x	x	-2.1%	11%	x	x	1%	-7%	x	-2.3%
CCOC(=O)Cc1c(C)nc2c(-c3ccccc3)c(C)nn2c1C	6%	3	716	-1.3%	5%	i	1.9	2%	-4%	-7%	-8.9%
O=c1[nH]c2cccnc2n1Cc1ccccc1	4%	1	731	0.6%	-16%	i	0.9	3%	-7%	-1%	-24%
O=C(Cc1ccccc1)Nc1ccc(C(=O)Nc2ccccc2C(=O)O)cc1	1%	-1	620	12%	10%	i	1.7	15%	-6%	3%	x
CC(=O)Nc1ccc(C(=O)Nc2ccc(S(=O)(=O)N3CCCCC3)cc2)cc1	8%	-13	748	-0.7%	20%	i	0.6	3%	-5%	-2%	x
CCOc1cc(C2C(C(=O)N3CCOCC3)=C(C)NC3=C2C(=O)CCC3)ccc1O (configuration not stated)	3%	22	826	-3.9%	18%	i	1.0	-9%	-8%	-3%	-15%
O=C(NCCNS(=O)(=O)c1ccc(C(F)(F)F)cc1)N1CCOCC1	-2%	-1	694	0.8%	10%	i	0.5	5%	-1%	15%	x
Clc1ccccc1-c1nnc2sc(-c3ccc4c(c3)OCO4)nn12	-1%	8	541	-1.8%	-32%	i	6.8	-2%	3%	-1%	0.3%
COc1ccc(Cn2c(C)cc3c(c2=O)C(c2cccs2)C(C#N)=C(N)O3)cc1OC (configuration not stated)	-1%	4	749	1.5%	-18%	i	2.2	-2%	-7%	-10%	-3.6%
CC(C)(C)c1cc(CP(=O)(c2ccccc2)c2ccccc2)cc(C(C)(C)C)c1O	-1%	-4	795	-1.1%	-12%	i	0.4	2%	-1%	-2%	x
Cc1c(S(=O)(=O)N2CCN(C(=O)c3ccco3)CC2)c(=O)n(C)c(=O)n1C	-2%	-1	668	-2.3%	9%	i	2.0	1%	-5%	-7%	-3.3%
CCOC(=O)C(C)(C)N(Cc1cccc(C)c1)S(=O)(=O)c1ccc(Cl)c([N+](=O)[O-])c1	2%	4	610	-1.2%	5%	i	0.7	-4%	-2%	-10%	-2.4%
Cc1cc(C)c(NC(=O)C2CC(=O)N(Cc3ccccc3)C2)c(C)c1 (configuration not stated)	-1%	0	659	0.5%	7%	i	0.7	0%	-5%	1%	-22%
CC(c1ccccc1)n1c(CCCO)nc2ccccc21 (configuration not stated)	5%	-4	767	0.7%	3%	i	0.3	-5%	-7%	-2%	x
CCOC(=O)N1CCN(C(=O)c2ccc3c(=O)n(CCc4ccccc4)c(=O)[nH]c3c2)CC1	4%	7	637	2.8%	-7%	i	0.1	-2%	-4%	-9%	-4.1%
O=C(O)CCSC(=S)N1CCOCC1	-2%	-4	763	-0.9%	9%	i	0.0	3%	-9%	-5%	x
NS(=O)(=O)c1ccc(N=Nc2ccc(=O)[nH]c2O)cc1	21%	14	725	8.9%	7%	i	0.3	14%	-8%	23%	x
CCCNC(=O)COc1nc2ccccc2nc1N1CCOCC1	7%	-3	647	-0.8%	6%	i	0.9	6%	-5%	-3%	2.7%
O=c1c2c(c(-c3ccccc3)nn1Cc1ccccc1)CCCC2	15%	-37	781	-1.2%	8%	i	0.7	-2%	-3%	-4%	x
COC(=O)c1ncn(C2OC(COC(C)=O)C(OC(C)=O)C2OC(C)=O)n1 (configuration not stated)	4%	-6	697	1.6%	19%	i	0.4	3%	-3%	-8%	1.6%
O=C(O)CSCc1c(F)cccc1Cl	7%	-2	747	0.9%	10%	i	0.5	0%	-4%	4%	-4.3%
O=C(O)CC(C(=O)OCC1CCCO1)N1CCOCC1 (configuration not stated)	-1%	x	x	-1.1%	27%	i	0.6	-1%	-2%	-2%	-4.6%
c1csc(C2CCCN2c2nc3nonc3nc2NC2CC2)n1 (configuration not stated)	-2%	6	720	-0.2%	14%	i	0.4	1%	-1%	-2%	-5.7%
COc1ccc(/C=C(\NC(=O)c2ccc(Cl)cc2)C(=O)NCCCn2ccnc2)cc1OC	0%	5	831	0.1%	9%	i	0.6	13%	0%	20%	x
O=C(NCCc1ccccc1F)C1CCC(=O)N(Cc2ccc(Cl)cc2)C1 (configuration not stated)	-4%	-10	703	0.7%	-11%	i	1.0	-3%	-10%	8%	x
Cn1c(-c2ccc(F)cc2)cnc1SCC(=O)NNC(=O)Cc1ccccc1	-1%	-8	651	-0.9%	-10%	i	0.3	5%	1%	x	-7.1%
CC(=O)OC(C)(C)C#CCN1CCCC1	-2%	8	768	-2.4%	15%	i	6.7	6%	-6%	2%	-5.6%
c1ccc(OCCSc2nc3ccccc3o2)cc1	1%	x	x	0.5%	-4%	i	5.5	0%	-6%	-2%	1.2%
CCN(CC)CCOC(=O)c1ccc(NC(=O)CCNC(=O)Cn2ccc3ccccc3c2=O)cc1	-2%	7	744	-0.7%	21%	i	1.3	-12%	1%	3%	-2.7%
COCCNC(=O)C(c1ccccc1)N(CCOC)C(=O)Cn1nnc2ccccc21 (configuration not stated)	-3%	x	x	-3.0%	8%	i	0.4	-5%	-6%	0%	-0.5%
O=C(N/N=C/c1cccc(Br)c1)c1ccc(N2CCCC2=O)cc1	3%	-6	733	3.2%	22%	i	1.1	7%	-5%	-7%	x
